Screens: PubChem, several laboratories
PHOSPHO1 inh: inhibitors of human PHOSPHO1 phosphatase | recombinant PHOSPHO1, absorbance phosphatase assay | inhibition, % at 13.3 µM | 1.1% of 290,000 active; in the data active means inhibition above about 60%
GalR3 antag: human GalR3 antagonism; HEK293 GalR3-CNG cAMP membrane potential fluorescence; galR3 body fused to GalR1 C-terminus; inhibition, % at 3 µM; 0.44% of 360,000 active; AID 651719;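 active means inhibition above the screen-wide average plus 3 SD, cut at about 13% in these data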;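 further: forskolin and galanin both at EC90 stimulate the cells; cAMP rise reported by CNG channel membrane potential dye signal; 0% = forskolin plus galanin with DMSO and 100% = forskolin alone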
Target sequence (O60755 1-299 limits assumed): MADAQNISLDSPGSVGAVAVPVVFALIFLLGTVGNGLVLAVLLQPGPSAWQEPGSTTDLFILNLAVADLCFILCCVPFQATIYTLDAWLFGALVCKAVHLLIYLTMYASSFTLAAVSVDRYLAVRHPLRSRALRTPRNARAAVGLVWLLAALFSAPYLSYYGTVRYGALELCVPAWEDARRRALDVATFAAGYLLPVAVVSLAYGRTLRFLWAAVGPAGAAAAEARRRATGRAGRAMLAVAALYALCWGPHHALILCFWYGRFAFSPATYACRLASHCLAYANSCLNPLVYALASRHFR
NS3 helicase inh: inhibitors of Hepatitis C virus NS3 helicase; NS3 helicase DNA unwinding, Cy5 molecular beacon fluorescence; inhibition, % at 10.9 µM; 0.56% of 290,000 active; AID 1800;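 active means inhibition above the mean of all tested compounds plus 3 SD, set per campaign, cut at about 35% in these data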;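 further: 0% = DMSO wells and 100% = thioflavine S control wells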
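Control set: DMSO versus 110 µM thioflavine S; Material: NS3 helicase fragment of HCV; Measured by: Cy5 fluorescence at 0 and 60 min, beacon hairpin quenching; Read-out basis: percent inhibition from t60/t0 fluorescence ratio; Times: reaction time 60 min, 25 °C; Repeats: single replicate; Compound dosing: single dose, 10.9 µM nominal final, DMSO 0.8% final.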
OXTR ag: activates the human oxytocin receptor; activation, % at 3 µM; CHO-OTR cells, Fluo-8 calcium fluorescence; normalized: DMSO 0%, oxytocin 100%; 0.32% of 320,000 active;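 active means activation above the mean of all tested compounds plus 3 SD, cutoff set per screening run, cut at about 20% in these data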;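 further: peak over basal fluorescence ratio from a 100 s FLIPR kinetic read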
Target sequence (P30559 whole entry, looked up): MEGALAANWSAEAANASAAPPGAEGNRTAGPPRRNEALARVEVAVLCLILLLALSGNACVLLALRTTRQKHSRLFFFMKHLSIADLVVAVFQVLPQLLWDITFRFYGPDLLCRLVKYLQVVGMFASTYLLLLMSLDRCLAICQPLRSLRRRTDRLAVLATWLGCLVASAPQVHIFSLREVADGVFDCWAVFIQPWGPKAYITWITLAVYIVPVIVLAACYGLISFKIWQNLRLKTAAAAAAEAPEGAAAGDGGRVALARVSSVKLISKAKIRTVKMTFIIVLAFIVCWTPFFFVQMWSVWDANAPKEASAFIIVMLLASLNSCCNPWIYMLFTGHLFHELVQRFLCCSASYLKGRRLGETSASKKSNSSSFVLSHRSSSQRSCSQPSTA
IMP-1 inhibitor: blocks Pseudomonas aeruginosa IMP-1 metallo-beta-lactamase; purified IMP-1, nitrocefin hydrolysis, epi-absorbance fluorescence; 0.45% of 290,000 active; AID 1556; inhibition, % at 5.6 µM;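 active means inhibition above the mean plus 3 SD of all compounds in the same screening run, cut at about 4.5% in these data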;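 further: 0% = IMP-1 with DMSO and 100% = DMSO wells lacking enzyme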
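System: Purified recombinant IMP-1 metallo-beta-lactamase enzyme | Measured by: Fluorescence quenching readout, ex 480/em 530 nm | Replication: Singlicate | Incubation: 15 min preincubation plus 25 min reaction at 25 °C | Evaluation: Percent inhibition from optical density relative to buffer-blank wells | Benchmarks: DMSO with and without IMP-1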
VIM-2 inh: blocks Pseudomonas aeruginosa VIM-2 metallo-beta-lactamase | purified VIM-2, nitrocefin hydrolysis, epi-absorbance fluorescence | inhibition, % at 5.6 µM | 0.89% of 290,000 active;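 active means inhibition above the mean of all tested compounds plus 3 SD, cutoff set per screening run, cut at about 7.5% in these data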;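 further: red hydrolysis product quenches plate fluorescence so inhibitors raise well fluorescence; 0% = enzyme with DMSO and 100% = DMSO without enzyme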
GPR7 antag: human neuropeptides B/W receptor 1 antagonism | inhibition, % at 4.4 µM | GPR7-expressing cells, fluorescence antagonist assay | 1.1% of 290,000 active | P48145; in the data active means inhibition above about 16%, passing the limit was not always enough;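 further: cells stimulated with the agonist NPW; 0% = agonist with vehicle and 100% = vehicle without agonist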
V1aR counter: V1a receptor agonism, counter-screen for OXTR agonists; AID 2797; CHO-V1R cells, Fluo-8 calcium fluorescence, agonist mode; 0% DMSO, 100% 3 nM vasopressin; activation, % at 3 µM; 0.25% of 320,000 active; P37288;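 active means activation above the mean activation of all tested compounds plus 3 SD, per screening run, cut at about 20% in these data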;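 further: signal is peak over basal fluorescence ratio across a 100 second FLIPR read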
Target sequence (P37288 whole entry, looked up): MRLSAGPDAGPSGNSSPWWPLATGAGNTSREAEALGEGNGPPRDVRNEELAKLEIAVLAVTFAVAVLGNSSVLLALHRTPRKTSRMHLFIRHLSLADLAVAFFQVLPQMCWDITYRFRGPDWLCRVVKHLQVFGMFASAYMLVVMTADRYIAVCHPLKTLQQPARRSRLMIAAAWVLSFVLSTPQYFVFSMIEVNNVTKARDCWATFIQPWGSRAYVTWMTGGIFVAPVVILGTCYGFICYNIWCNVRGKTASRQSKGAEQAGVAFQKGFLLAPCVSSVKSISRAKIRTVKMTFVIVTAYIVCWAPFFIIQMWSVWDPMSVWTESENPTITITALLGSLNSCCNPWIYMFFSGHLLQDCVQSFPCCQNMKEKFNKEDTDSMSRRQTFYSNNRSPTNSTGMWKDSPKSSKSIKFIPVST
FID counter: counter-screen for HCV NS3 helicase inhibitors: DNA intercalator displacement | 0.17% of 290,000 active | AID 1845 | DNA fluorescent intercalator displacement, fluorescence | inhibition, % at 7.9 µM; in the data active means inhibition above about 37%;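 further: 0% = vehicle and 100% = reference compound; higher means more ethidium bromide displaced from hairpin DNA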
The depositor's hits bear a star; x = not tested or not shown.

SMILES	PHOSPHO1 inh	GalR3 antag	NS3 helicase inh	OXTR ag	IMP-1 inhibitor	VIM-2 inh	GPR7 antag	V1aR counter	FID counter
COc1cc(/C=C(\C#N)c2nc3ccccc3[nH]2)ccc1Oc1ccc([N+](=O)[O-])cn1	14.7	-0.3	1.7	3.9	-3.7	-3.7	6.3	4.4	-1.0
COC(CNC(=O)CCc1c(C)nc2c(-c3ccc(F)cc3)c(C)nn2c1C)OC	-19.9	-1.0	1.6	-1.7	-2.9	-0.3	-17.7	-0.5	-17.1
CCCCSCCCNC(=O)Nc1ccc(C)c(C)c1	6.5	-5.4	-2.3	-1.9	0.7	-0.7	-4.2	0.6	-13.0
COc1ccc(C(=O)NNC(=O)c2ccncc2)cc1[N+](=O)[O-]	24.8	-7.1	-6.9	1.3	-2.5	-0.9	-9.6	-0.2	-3.4
NC(=O)Cc1c[nH]c2cccc(O)c12	-19.3	-2.3	-13.2	-0.2	-1.0	1.2	-0.4	0.7	4.8
C/C(=N\N1CCN(C)CC1)c1ccc(OC(F)F)cc1	-2.1	-6.7	-1.3	0.1	-4.9	-1.5	-4.8	-0.4	10.1
O=C(CS(=O)(=O)c1cn(Cc2cccc(F)c2)c2ccccc12)N1CCCCC1	-8.3	-0.7	-5.5	0.4	-2.9	-1.1	1.9	0.6	-4.7
COc1ccc(/C=N/Nc2ccc([N+](=O)[O-])cc2S(=O)(=O)N2CCN(C)CC2)cc1	-39.6	-5.2	8.8	0.5	-5.4	-5.4	-1.6	0.2	1.2
CCC(=O)Nc1ccc(S(=O)(=O)N2CCc3ccccc3C2)cc1	-0.1	1.4	x	4.6	x	x	x	4.7	x
FC(F)(F)c1nc2ccccc2n2c(-c3ccc(Cl)cc3Cl)nnc12	16.2	-1.2	1.4	-2.6	-1.9	-3.3	-4.4	-1.9	1.1
O=S(=O)(CCc1ccncc1)C1Cc2cccc3cccc1c23 (stereo unspecified)	32.7	-5.6	11.2	0.8	-3.7	-2.7	-7.2	-1.0	0.7
Cc1cc(NC(=O)CCC(=O)N(c2ccccc2)C(C(=O)NC2CCCC2)c2ccccc2C)no1 (stereo unspecified)	36.2	-3.5	-0.8	-1.9	-2.2	-2.7	-12.4	-0.2	-49.4
CCOC(=O)N1CCN(CC(O)COCC2=CCC3CC2C3(C)C)CC1 (stereo unspecified)	31.5	-5.9	-8.2	2.3	-2.4	-1.0	2.2	0.8	-4.3
Cc1cc(C)cc(-n2c(C)cc(/C=N/NC(=O)c3ccncc3)c2C)c1	43.9	1.6	7.1	1.1	-1.9	-1.9	-12.9	-1.2	-12.5
O=C(O)Cc1ccc(NC(=O)c2cnccn2)cc1	13.1	-3.4	5.0	1.2	-1.5	0.1	-13.0	0.9	-3.5
Cc1ccc(C(=O)Nc2ccc(CC(=O)O)cc2)o1	5.5	-2.0	-2.1	0.6	-1.8	-1.2	-2.1	-0.4	-2.6
O=C(c1cc(Cl)ccc1Cl)N1CCN(Cc2ccccc2)CC1	-0.6	-12.2	-9.2	x	1.2	-0.8	-10.2	x	-21.6
Cc1ccc(C)n1-c1ccc(C(=O)NN)cc1	1.6	-0.3	5.6	0.9	-3.7	-2.6	3.6	0.8	-3.4
CCc1ccccc1NC(=O)CCN1C(=O)C2CC=CCC2C1=O (stereo unspecified)	52.8	2.7	0.6	0.1	-0.8	-4.1	-4.9	0.0	-4.7
CCCCn1c(Cn2nc(C(=O)O)c3ccccc3c2=O)nc2cc(S(N)(=O)=O)ccc21	36.2	-0.9	1.9	0.3	-3.7	1.9	-7.6	-0.6	-31.7
COc1ccc(N(CC(=O)Nc2cccc(SC)c2)S(C)(=O)=O)cc1	-19.3	-0.5	-8.0	2.5	0.7	-0.9	-0.3	1.2	-7.9
COc1ccc(C(=O)N/C(=C\c2ccco2)C(=O)OCc2ccco2)cc1	46.6	1.0	27.9	-1.4	-2.6	-4.8	-10.5	-1.1	-19.2
CC(C)(C)c1ccc(C(=O)NC(=S)N2CCCC2)cc1	41.4	-1.3	8.1	-0.8	-4.1	-6.9	-22.9	-0.5	-37.9
CC(=O)c1c(C)oc2ccc(NS(=O)(=O)c3ccc(F)cc3C)cc12	36.2	-1.8	-5.2	5.2	-1.6	-2.1	-13.6	6.8	-20.6
CCOC(=O)c1sc(=S)n(C)c1NC(=O)c1ccccc1C	20.0	-1.7	-1.1	-0.1	0.3	-0.5	-0.6	-0.7	-0.5
CCn1nccc1C(=O)Nc1ccc(Cl)c(Cl)c1	-32.2	-7.6	-2.1	1.2	-1.7	-3.7	10.0	2.1	-0.7
COc1ccc(OC)c(Cc2nnc(CCC(=O)N3CCC(N4CCCCC4)CC3)o2)c1	49.0	-2.1	-21.4	0.1	-2.1	-3.3	1.7	1.5	-2.0
O=C(O)C1CCN(C(=O)c2cc(F)cc3c2OCOC3)CC1	32.7	-3.1	0.6	-0.2	-2.5	-2.7	-6.8	0.2	0.8
O=C(NCc1ccc(F)cc1F)c1cc(COc2c(F)cccc2F)on1	28.2	1.6	1.5	-2.7	-1.2	0.2	0.6	0.9	-8.6
COc1ccccc1CN1CCC(n2nccc2NC(=O)CCOc2ccccc2)CC1	75.0*	-1.8	-16.0	-0.5	-4.1	-0.6	-2.9	-0.4	10.2
O=C1C2CC=C(Cl)CC2C(=O)N1CCc1ccccc1 (stereo unspecified)	-1.2	0.4	12.9	0.4	6.9*	-1.2	-9.8	0.5	-9.9
O=C(NCc1ccccc1F)C1CCCN1C(=O)NC1CCCCC1 (stereo unspecified)	3.9	-2.4	0.3	-0.2	-6.7	-0.2	-11.5	0.6	-1.8
Cc1ccc2c(c1)N(CC(=O)N1CCc3ccccc3C1)C(=O)CO2	5.6	-3.5	5.0	0.5	-3.3	-5.3	-10.9	0.4	-0.5
O=C(NC(NC(=S)Nc1cccc(Cl)c1)C(Cl)(Cl)Cl)OCc1ccccc1 (stereo unspecified)	15.9	-1.6	9.0	10.8	-2.5	-2.8	-5.0	8.9	1.1
COCCn1c(C)cc(C(=O)CSc2nnc3ccccn23)c1C	36.5	3.0	8.1	0.4	-3.5	-1.1	12.9	1.0	-1.9
COc1cc2[nH]c(=S)n(N(C(C)=O)C(C)=O)c(=O)c2cc1OC	-1.4	1.8	-2.2	0.9	-6.1	-2.4	2.6	0.6	-7.3
O=C(COc1ccc(Cl)cc1)NCC(=O)N1CCC2(CC1)NCCc1[nH]cnc12	35.5	-1.4	-2.5	0.5	-1.3	-0.6	10.2	-0.3	7.2
COc1cccc(NC(=O)[C@H](C)NC(=O)C2CCN(S(=O)(=O)c3ccc(C)cc3)CC2)c1	32.2	-4.3	-10.3	0.2	-3.5	-3.3	-13.3	-1.6	-31.5
Cc1cc(NC(=O)C2CCCN2C(=O)Nc2cccc(Cl)c2)ccc1-n1cnnn1 (stereo unspecified)	-7.9	-0.9	1.7	-0.1	-0.3	-1.1	-7.8	-0.8	-6.1
C/C(=N\NC(=O)c1cc(Br)ccc1O)c1ccccn1	-24.3	3.0	10.9	x	-4.8	-5.6	-1.4	x	-10.8
CCCCCCCOc1ccc(C2CC(=O)N(C)C2=O)cc1 (stereo unspecified)	45.3	-6.2	-12.9	0.3	0.4	-1.1	-10.8	0.6	-33.0
COc1ccc(OC)c(N2Cc3ccccc3C2)c1	-44.6	-1.8	-8.1	2.0	2.3	-1.8	-13.7	9.2	-11.4
O=C(O)COc1ccc(/C=N/n2c(COc3ccccc3)nc3ccccc3c2=O)cc1	-9.7	-4.4	-6.5	-0.2	-3.0	-4.6	-7.8	1.8	-2.8
COc1ccccc1CNC(=O)C1CCCN1S(=O)(=O)c1cccc2cccnc12 (stereo unspecified)	19.3	1.9	4.6	0.8	-2.9	-1.4	-3.3	0.1	-23.5
O=[N+]([O-])c1ccc(O)c(/C=N/Nc2nc3ccccc3[nH]2)c1	-5.2	5.7	-11.5	-1.8	-2.2	-3.3	-8.3	-0.5	2.6

Two records drawn at random from the list so far, as already listed:
SMILES	PHOSPHO1 inh	GalR3 antag	NS3 helicase inh	OXTR ag	IMP-1 inhibitor	VIM-2 inh	GPR7 antag	V1aR counter	FID counter
CCn1nccc1C(=O)Nc1ccc(Cl)c(Cl)c1	-32.2	-7.6	-2.1	1.2	-1.7	-3.7	10.0	2.1	-0.7
CC(C)(C)c1ccc(C(=O)NC(=S)N2CCCC2)cc1	41.4	-1.3	8.1	-0.8	-4.1	-6.9	-22.9	-0.5	-37.9

Continued:
SMILES	PHOSPHO1 inh	GalR3 antag	NS3 helicase inh	OXTR ag	IMP-1 inhibitor	VIM-2 inh	GPR7 antag	V1aR counter	FID counter
C/C(=N\NC(=O)c1ccc(C)cc1C)c1ccc2c(c1)OCO2	4.9	-4.2	9.2	-2.0	-1.5	-3.9	-0.9	0.7	-6.2
Cc1cccc(Nc2ncnc(N)c2[N+](=O)[O-])n1	4.1	-5.6	-7.2	0.2	-2.2	-2.8	-4.2	-0.3	2.7
O=C(CCS(=O)(=O)c1ccc(Cl)cc1)Nc1ccc(F)cc1	46.3	-7.1	7.0	1.6	-1.1	-2.8	1.2	3.2	-7.1
CCCNS(=O)(=O)c1ccc(CCC(=O)N2CCC(C)CC2)cc1	13.8	-1.8	4.6	-0.2	-1.1	-0.2	-2.7	0.7	-19.8
CC(=O)CCSc1ncnc2sc(-c3ccccc3)cc12	45.4	-2.5	-9.0	3.2	-2.8	-1.3	15.1	10.3	-22.5
CC1=CCC2C(=O)N(c3cccc(C(=O)Nc4ccc(Cl)cc4)c3)C(=O)C2C1 (stereo unspecified)	12.6	-1.1	-11.8	1.8	-1.6	-1.0	-0.3	5.7	-20.5
N#Cc1ccc(-c2csc(NC3=NCCCCC3)n2)cc1	9.8	3.4	-10.6	x	-1.9	3.2	0.9	x	-0.1
Cc1cc(-c2nnc(SCC(=O)Nc3nccs3)o2)no1	34.7	-6.3	4.5	-0.3	-1.5	-4.4	-7.2	0.2	2.1
c1coc(CNc2c3c(nc4ncnn24)CCCC3)c1	14.1	-1.6	-1.1	1.3	-0.5	-1.6	4.9	1.5	1.9
NC(=O)C1(NC(=O)[C@@H]2CC3(CC(c4cccc(NC(=O)[C@@H]5CCC(=O)N5)c4)=NO3)CN2C(=O)c2cnccn2)CC1 (stereo partly specified)	8.0	-2.7	0.7	1.3	-2.7	-4.0	2.4	2.2	-3.9
Cn1c(=O)c2[nH]c(N=Nc3ccc(N)cc3N)nc2n(C)c1=O	15.9	1.0	2.3	-0.1	-3.0	-2.7	-1.1	-0.3	5.3
CN(c1ccc(OCC(=O)OCC(=O)Nc2ccccc2)cc1)S(=O)(=O)c1ccc(F)cc1	0.0	-7.8	-11.4	13.5	-2.4	-1.3	-9.3	11.6	-15.0
CCOC(=O)C1(CCCc2ccccc2)CCN(C(=O)CCN2CCCCC2=O)CC1	35.3	-1.2	2.4	0.8	-4.2	-4.5	5.7	1.8	-41.3
O=[N+]([O-])c1ccccc1S(=O)(=O)N1CCN(c2ccccc2)CC1	18.9	-3.2	7.8	1.2	-1.2	-2.5	5.9	1.1	-3.9
CC(Cl)C(=O)c1c[nH]c2ccccc12 (stereo unspecified)	16.8	-6.0	-3.0	-0.3	-5.2	-1.9	-0.7	0.5	-1.1
